Compound activity deposited in PubChem by National Center for Advancing Translational Sciences (NCATS).
HttQ103 aggreg = reduces HttQ103-GFP aggregates in PC12 cells; 220,000 tested, 1.1% active; PC12 HttQ103-GFP aggregates, Acumen cytometry, 40 h; Potency, µM (titrated, usually from 46.1 µM), for the others: at the top dose activity change, negative = inhibition, actives largely listed as inhibitors; further: potency means the concentration at half of the fitted maximal effect; on the % scale 0 is the no-effect control and ±100 the full control effect; nearly all actives have a fitted effect of over 60% in size
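Aggregates are detected as GFP objects 1–25 µm with signal 6 STDEV over background in lysates of induced PC12 cells. These carry Huntingtin exon 1 with 103 glutamines fused to GFP under an ecdysone promoter; compounds titrated.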
GAA inhib = inhibitors of human lysosomal alpha-glucosidase; P10253; purified human GAA, 4-MU-alpha-glucoside fluorescence; AID 1466; 200,000 tested, 0.005% active; Potency, µM (top dose mostly 76.9 µM), for the others: at the top dose activity change, negative = inhibition, most hits filed as inhibitors;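 further: potency means the concentration at half of the fitted maximal effect; plate controls were uninhibited enzyme wells for no effect and no-enzyme background for full effect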
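Human enzyme at 4 nM with 400 uM 4-methylumbelliferyl-alpha-D-pyranoside, citrate/phosphate buffer pH 5.0, 0.005% Tween-20, 20 min at room temperature. Compounds up to 77 uM. 4-MU fluorescence (Ex 365/Em 440) read after NaOH/glycine stop; AC50 from Hill fit.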
Lamin A splicing = LMNA splicing modulation. HeLa LMNA splicing GFP/RFP minigene ratio, 48 h. Potency, µM (doses to about 46.1 µM), for the others: top-dose ratio change, negative = inhibition, most hits filed as inhibitors. 200,000 tested, 0.01% active; active means well fitted inhibition curve with a large enough effect in the signal ratio, with a control signal flat, not every such curve was filed as active; inconclusive means small, poorly fitted or top-dose-only effect, or effect the other way, or a change in a side signal; the % refers to the signal ratio; further: potency means the concentration at half of the fitted maximal effect; on the % scale 0 is the no-effect control and ±100 the full control effect
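S3 HeLa cells stably expressing lamin A-EGFP splicing minigene plus DsRed2, 600 cells/well, 48 h compound exposure at 37C. Laser-scanning cytometry; analysed as GFP (500-530 nm)/RFP (575-640 nm) total intensity ratio; 0.5% DMSO vehicle.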
HTT cytoprotect = Huntington cell model cytoprotection by ATP luminescence; 230,000 tested, 0.14% active; Potency, µM (series often up to 56.4 µM), for the others: cytoprotection (ATP increase), usual class: activators; PC12 HTT-Q103 induced, cytoprotection, ATP luminescence, 40 h;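 further: potency means the concentration at half of the fitted maximal effect; % of control where 0% means no effect; nearly all actives have a fitted effect of over 45% in size; toxic huntingtin expression switched on by the ecdysone agonist tebufenozide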
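PC12 cells with ecdysone-inducible HTT exon 1 Q103-GFP, induced with 100 nM tebufenozide and co-treated with library compounds in a dose series (1536-well, 1500 cells/well). Cytoprotection read as ATP content by ATPlite luminescence.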
GAA glycogen mod = inhibitors or activators of human alpha-glucosidase glycogen cleavage | recombinant GAA, glycogen substrate, Amplex Red glucose oxidase fluorescence | Potency, µM (top dose mostly 76.4 µM), for the others: at the top dose activity change, negative = inhibition, most hits filed as inhibitors | 300,000 tested, 0.38% active | AID 2100;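 further: potency means the concentration at half of the fitted maximal effect; 0% = full enzyme reaction and -100% = no-enzyme basal signal; the screen sought inhibitors and activators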
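Recombinant human alpha-glucosidase (4 nM final) hydrolysed bovine liver glycogen (30 ug) for 40 min at 37 C in pH 5.0 citrate/phosphate with 0.01% Tween-20. Released glucose detected by glucose oxidase/Amplex Red, Ex 573/Em 610 nm. Compounds up to 77 uM; AC50 from Hill fits.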
CBFb RUNX1 block = CBF-beta/RUNX1 interaction disruption; AlphaScreen CBFb-His/RUNX1-biotin binding, biochemical; AID 1477; Potency, µM (highest dose often 59.8 µM), inactives show top-dose activity, negative = inhibition, actives largely listed as inhibitors; Q01196+Q13951; 230,000 tested, under 10 active; further: % of control where 0% means no effect
Target sequence (Q01196 whole entry, looked up): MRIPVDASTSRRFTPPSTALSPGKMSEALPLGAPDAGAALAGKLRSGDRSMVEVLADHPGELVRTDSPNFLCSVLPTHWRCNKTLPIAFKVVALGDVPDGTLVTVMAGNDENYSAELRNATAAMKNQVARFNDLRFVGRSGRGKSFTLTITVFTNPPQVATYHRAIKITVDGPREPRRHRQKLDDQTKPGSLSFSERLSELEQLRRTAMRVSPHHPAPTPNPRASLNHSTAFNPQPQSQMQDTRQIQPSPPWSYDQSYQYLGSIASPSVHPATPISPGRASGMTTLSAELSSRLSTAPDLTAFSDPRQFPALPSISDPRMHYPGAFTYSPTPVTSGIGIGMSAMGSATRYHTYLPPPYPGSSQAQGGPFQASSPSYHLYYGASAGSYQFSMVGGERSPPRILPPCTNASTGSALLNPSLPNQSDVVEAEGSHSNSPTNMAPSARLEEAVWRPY
Target sequence (Q13951 whole entry, looked up): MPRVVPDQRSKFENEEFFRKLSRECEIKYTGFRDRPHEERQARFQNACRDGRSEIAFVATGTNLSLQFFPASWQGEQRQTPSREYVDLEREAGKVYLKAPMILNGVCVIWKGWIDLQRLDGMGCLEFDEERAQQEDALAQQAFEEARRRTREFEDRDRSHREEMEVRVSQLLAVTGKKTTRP
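Bead-based AlphaScreen assay; binding partners His-tagged CBF-beta and biotinylated RUNX1 at 30 nM each. Compound exposure 15 min after a 20-min protein preincubation; bead step 90 min; all steps at room temperature.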
aGlu spleen mod = inhibits or activates alpha-glucosidase in human spleen homogenate. P10253. human spleen homogenate, 4-MU-alpha-glucoside fluorescence. 240,000 tested, 0.006% active. AID 2112. Potency, µM (highest dose often 79.9 µM), without a hit: top-dose activity change, negative = inhibition, most hits filed as inhibitors;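 further: potency means the concentration at half of the fitted maximal effect; 0% = enzyme with vehicle and -100% = no enzyme basal signal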
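Human spleen homogenate (1 ug) with 4-methylumbelliferyl-alpha-D-glucopyranoside (1 mM final) in 50 mM citrate/phosphate pH 5.0, 0.01% Tween-20; 40 min at 37 C. Stopped at pH 10; 4-MU fluorescence Ex 365/Em 440 nm; AC50 by Hill fit.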
Active calls of the source: *; ? = inconclusive; . = no result given; & = joins results of further samples; [ ] = remark or other dose. Unless noted, the call rests on the fitted dose curve; in most records, active means well fitted curve in the direction sought with a large enough effect; inconclusive means small, poorly fitted or top-dose-only effect, or another doubt; inactive means no such curve, though single readings can be large; an effect the other way counts as inactive or inconclusive.

| Compound | HttQ103 aggreg | GAA inhib | Lamin A splicing | HTT cytoprotect | GAA glycogen mod | CBFb RUNX1 block | aGlu spleen mod |
| --- | --- | --- | --- | --- | --- | --- | --- |
| CCOCCCNS(=O)(=O)c1ccc2c(c1)CCN2C(=O)CC | -20% | -7% | -5% | 26% | 5% | 8% | 1% |
| N#Cc1ccccc1Cn1c(-c2cscn2)nc2ccccc21 | -2% | 2% | -5% | 1%[10 µM] | 4% | -3% | -2% |
| O=C(c1ccc(-c2cc3ccccc3oc2=O)cc1)N1CCN(c2ccc(Cl)cc2[N+](=O)[O-])CC1 | 3% | -5% | ? | -5%[1.9 µM] | -4% | -22% | 6% |
| COc1ccccc1NS(=O)(=O)c1cccc(C(=O)NN=C2CCCC2)c1 | ? | -7% | . | 9%[10 µM] | 15% | -6% | -3% |
| O=C(Nc1ccc2c(c1)OCO2)C1CCCN1C(=O)NCc1ccccc1 (stereo not drawn) | -1% | 1% | -1% | 29%[10 µM] | -1% | 4% | 1% |
| C1CCC(N=C(NC23CC4CC(CC(C4)C2)C3)N2CCOCC2)CC1 | . | . | ? | -5% | . | -10%&8% | -7%&-2% |
| CCn1cc(C(=O)NNC(=O)c2ccc(Cl)cc2)c(=O)c2ccc(C)nc21 | -1% | 2% | ? | -28% | 0% | 17% | 0% |
| CCCCn1c(N)c(NCC)c(=O)[nH]c1=O | 28% | ? | 3%[46 µM] | -10% | 16% | -6% | 3% |
| COc1ccc(-c2n[nH]c(=S)n2-c2ccc3c(c2)OCCO3)cc1OC | -2%[9.22 µM] | -7% | . | 18%[10 µM] | -7% | 9% | -2% |
| CCOC(=O)c1cc(-c2ccccc2)sc1NC(=O)CN1C(=O)NC(CC)(c2ccccc2)C1=O (stereo not drawn) | -1% | -3% | -1% | -39%[inhibitor] | 7% | -7% | -11% |
| O=C(CSc1c2c(nc3cc(Cl)ccc13)CCCC2)NCCCN1CCOCC1 | 23%[9.22 µM] | -3% | 1%[9.22 µM] | ? | -2% | 3% | 1% |
| c1ccc(-c2nc(N3CCCCCC3)c3ccccc3n2)nc1 | 11% | -11% | ? | -4% | 5% | ? | -2% |
| CCC1=C2CC[C@H]3C(=O)NC(=O)[C@H]3[C@H]2[C@@]2(C)C(=NCCOC)OC(=O)N2C1=O | . | . | . | -7% | . | -5% | 0% |
| O=C(c1ccco1)N1CCN(c2ccc(S(=O)(=O)N3CCCC3)cc2)CC1 | 5% | -17% | -1% | -1% | 6% | 2% | -6% |
| CC(C)Nc1c([N+](=O)[O-])c(=O)oc2ccccc12 | 0% | -6% | ? | 4% | 6% | -3% | . |
| COc1ccc(C(=O)c2ccc(N3CCOCC3)cc2)c(OC)c1 | ? | 9% | 1% | 11% | 0% | -3% | -3% |
| c1cncc(CSc2ccc(-c3ccc4c(c3)OCO4)nn2)c1 | -16% | -3% | ? | -78%[inhibitor] | 12% | 7% | -8% |
| O=c1cc(CO)occ1OCc1cccc(C(F)(F)F)c1 | 1% | -1% | 8% | 9% | -2% | 0% | -14% |
| CCCCn1nnnc1NCc1ccc(C)s1 | -10% | -1% | -4% | 25%[10 µM] | 4% | 3% | -1% |
| CCc1c(C)n2nc(C)cc2[nH]c1=O | -7% | 8% | 9% | 30% | -2% | 7% | -1% |
| CCN(Cc1ccncc1)C(=O)CSc1ccc2ccccc2c1 | -1% | -2% | 6%[9.22 µM] | -26% | 0% | 1% | 0% |
| Cc1c(NC(=O)COC(=O)/C=C/c2ccc(Cl)cc2)c(=O)n(-c2ccccc2)n1C | -19% | 0% | . | -14% | 2% | 20% | 4% |
| Cc1ccc(N(C(=O)Cc2cccs2)C2C=CS(=O)(=O)C2)cc1Cl (stereo not drawn) | 4% | 3% | -16%[9.22 µM] | -54%[inhibitor] | 4% | 1% | -5% |
| CS(=O)(=O)C1=NSC2=NC(=O)/C(=C\c3cccn3-c3ccc(Cl)cc3)C(=N)N21 | 6% | ? | -1% | -10%[10 µM] | 6% | -10% | -6% |
| COC(=O)c1cn(NC(=O)C2CCC(C(C)(C)C)CC2)c(=O)c2ccccc12 (stereo not drawn) | 11% | -3% | 4% | -1% | 5% | 0% | 4% |
| CSCCC(Nc1ccc(S(=O)(=O)N2CCOCC2)cc1[N+](=O)[O-])C(=O)OCC(=O)NCC(C)C (stereo not drawn) | -3% | -4% | -7% | ? | 8% | -2% | 3% |
| COc1cc(/C=N/NC(=O)Cc2csc(C)n2)ccc1OCC(C)C | -4% | -3% | 2%[46 µM] | 11%[10 µM] | -5% | 13% | 6% |
| CCOC(=O)C1=C(N)c2ccccc2CC1C(C)C (stereo not drawn) | 4% | -6% | 7% | 4% | -16% | 2% | -3% |
| O=C(CCn1c(=S)oc2ccccc21)Nc1cccc(O)c1 | -14% | -4% | . | -21% | 5% | -3% | -22% |
| COC(=O)c1cc(C#N)c(Oc2ccc(OC)cc2)nc1C | 7% | 2% | 7% | 6% | -28% | 11% | 6% |
| CCc1c(C)nc2ncnn2c1Nc1ccc(C(C)=O)cc1 | 7% | -10% | -5% | 3% | 6% | -3% | -15% |
| CCCCN(C(=O)Cc1cccs1)c1nnc(-c2cccnc2)s1 | -14% | -6% | -3% | 5%[10 µM] | -9% | -9% | -18% |
| Cc1ccc(C(=O)OCn2ncc(Cl)c(Cl)c2=O)cc1 | ? | 6% | ? | 0% | 0% | -2% | -6% |
| COCCNc1nc2nonc2nc1NC(C)c1ccccc1Cl (stereo not drawn) | 7%[9.22 µM] | -6% | -2%[46 µM] | 15%[10 µM] | -1% | -1% | 1% |
| Cn1c(SCC(=O)N2CCCc3ccccc32)nc2cccnc21 | -24% | ? | ? | -8%[10 µM] | -6% | 2% | -9% |
| O=C(CSc1ncn[nH]1)N1CCN(S(=O)(=O)c2ccc(Cl)cc2)CC1 | -8% | -13% | 7% | 7% | -16% | -7% | -3% |
| CCC(=O)N(CCO)Cc1cc2ccc(C)c(C)c2[nH]c1=O | -3% | ? | -2% | 1% | 4% | 9% | 7% |
| CCNC(=O)CC1C(=O)N(c2ccc(OC)cc2)C(=S)N1CCc1ccncc1 (stereo not drawn) | 3% | -3% | . | -8% | -9% | 3% | . |
| Cc1ccc(NC(=S)N2CCC(c3ccccc3)C2)c(Cl)c1 (stereo not drawn) | -13% | -7% | 11%[46 µM] | -149%[inhibitor] | -2% | 23% | -3% |
| Cn1c2c(c(=O)n(C)c1=O)CN(CCCN1CCOCC1)CN2 | -18% | -6% | 5% | -27%[0.074 µM] | 9% | 11% | 0% |
| COc1ccc(Nc2nc(Nc3ccc(OC)cc3OC)nc(N3CCN(C)CC3)n2)c(OC)c1 | ? | 1% | 7% | 3%[10 µM] | -5% | -16% | 0% |
| CC(C(=O)NCC1CCCO1)N(C(=O)c1snc(C(N)=O)c1N)c1cccc(F)c1 (stereo not drawn) | 7%[9.22 µM] | 10% | 5% | 3%[10 µM] | 8% | 4% | 0% |
| CC(C)(C)NC(=O)NC(=O)COC(=O)CCC1CCCC1 | -29%[9.22 µM] | . | . | 22%[10 µM] | -8% | 19% | 0% |
| COc1cccc(C(=O)NCC(=O)OCc2ccc(F)cc2Cl)c1 | 1% | -9% | 3% | 28%[10 µM] | 13% | -19% | -3% |
| COc1cc(/C=C2/NC(=O)N(Cc3ccccc3F)C2=O)ccc1Oc1ccc([N+](=O)[O-])cn1 | -30% | 0% | ? | . | -2% | -3% | -2% |
| Cc1cc(NCCCN2CCOCC2)n2ncc(-c3ccccc3)c2n1 | -25% | 4% | 2% | -19% | 6% | 9% | -1% |
| O=C(Nc1ccc(O)cc1)c1ccc2c(c1)C(=O)N(Cc1ccco1)C2=O | 28% | 1% | 2% | 14%[10 µM] | -11% | -12% | 0% |
| Cc1cccc(C)c1NC(=O)CNCC(=O)N(C)C | -1% | 8% | 0%[46 µM] | -20% | 4% | 4% | -4% |
| CCOCC(=O)Nc1ccc(S(=O)(=O)NCCc2ccccc2)cc1 | -13% | -2% | ? | 2% | 6% | -5% | -2% |
| O=[N+]([O-])c1ccc(N2CCN(C(=S)Nc3ccc(F)cc3)CC2)cc1 | ? | -16% | . | -49%[inhibitor] | -6% | -15% | -12% |
| CC(=O)ONC(=Nc1ccccc1)c1nonc1N | -7%[9.22 µM] | . | . | 11%[10 µM] | -6% | 9% | -1% |
| O=C(CCC(=O)N1CCN(c2ccc(O)cc2)CC1)c1ccc(Br)cc1 | 36%[9.22 µM] | . | . | 37%[10 µM] | ? | -3% | -6% |
| Cc1ccc(NC(=O)/C(=C/c2cccs2)NC(=O)c2ccco2)c(C)c1 | 16% | -1% | -10% | 3%[10 µM] | 3% | -4% | 1% |
| CC1(C)Cc2c(sc3nc(SCC(=O)O)[nH]c(=O)c23)CO1 | 11% | -2% | -6% | -19%[0.074 µM] | -1% | 8% | 1% |
| O=C(CCCC(=O)OCC(Cl)=C(Cl)Cl)Nc1cccc2ccccc12 | -4% | 2% | 0% | 13%[10 µM] | -5% | 8% | 2% |
| COc1ccc(NC(=O)Cc2cccs2)c(OC)c1 | -8% | 1% | 13% | 12% | 5% | 7% | -4% |

(further entries)
| Compound | HttQ103 aggreg | GAA inhib | Lamin A splicing | HTT cytoprotect | GAA glycogen mod | CBFb RUNX1 block | aGlu spleen mod |
| --- | --- | --- | --- | --- | --- | --- | --- |
| CC12CCC(C(=O)Nc3ccccc3)(C/C1=N\O)C2(C)C (stereo not drawn) | 5% | 3% | -2% | -1%[10 µM] | 4% | -1% | -2% |
| CC(=O)c1cc2c(cc1NC(=O)CSc1nc3ccccc3[nH]1)OCO2 | 4% | -4% | -20% | 7%[10 µM] | -5% | -2% | -1% |
| Cc1ccsc1C(=O)N/N=C/c1ccc([N+](=O)[O-])cc1 | 3% | -7% | 17% | 13%[10 µM] | 0% | 0% | 6% |
| O=C(CCc1nnc(CCCCc2ccccc2)o1)N1CCN(CCO)CC1 | 4%[9.22 µM] | . | . | 6%[10 µM] | 2% | 3% | 6% |
| O=C(NCC1c2ccccc2CCN1C(=O)CN1CCOCC1)C1CCCCC1 (stereo not drawn) | 9% | -3% | -8% | -17% | 8% | 3% | -4% |
| CC/C(=C/c1sc2ccc(C)cc2[n+]1CCO)SC | 7%[9.22 µM] | 0% | 3%[46 µM] | -1%[10 µM] | 6% | -2% | -1% |
